# Assay outcomes as filed in PubChem BioAssay.
# human PMI inhibitors: MPI inhibition at elevated mannose 6-phosphate – biochemical, fluorescence intensity, high mannose 6-phosphate, primary screen (AID 1220). 0.66% of 190,000 active. recombinant PMI enzyme, coupled fluorescence intensity; higher % means a stronger effect. one-dose inhibition, % at 20 µM; IC50 in µM for titrated hits
# Myeloid diff MLP: myeloid differentiation induction; 1% of 360,000 active; AID 624256; ER-HoxA9 myeloid progenitors, lysozyme-GFP differentiation, flow cytometry; calls only at 10 µM;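 active = normalized GFP-positive differentiation at or above the plate's own cutoff, the solvent-only control mean plus 3 SD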;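 note: cells exposed to compound for four days before flow analysis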
# WT yeast gro inh: growth inhibition of WT yeast, mitochondrial fusion screen; mitochondrial fusion phenotypic screen, WT strain; inhibition, % at 10 µM; 2.1% of 190,000 active; AID 1362; in the data active = inhibition above about 58%; tested in S. cerevisiae
# K1F lysis inhibition: inhibition of K1F phage lysis, E. coli UTI89, bacterial capsule biogenesis inhibitors, alamar blue (AID 488966); one-dose inhibition, % at 100 µM; IC50 in µM for titrated hits; E. coli UTI89 K1F phage lysis, alamar blue, 2 h; higher % means a stronger effect; 0.02% of 340,000 active;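 active = phage lysis inhibition, versus mean bacterial control, above a set limit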;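 note: capsule biogenesis inhibitors block K1F phage lysis so surviving cells raise fluorescence; higher fluorescence means more inhibition of phage lysis; actives were called in the ten point dose series up to 300 µM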
# M1AAP inhibition: P. falciparum M1AAP inhibitors, biochemical, fluorogenic H-Leu-NHMec substrate, 1536-well (AID 1445); one-dose inhibition, % at 30 µM; IC50 in µM for titrated hits; 0.42% of 220,000 active; recombinant M1AAP, H-Leu-NHMec fluorogenic kinetic assay; higher % means a stronger effect;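 active = primary inhibition above the hit cutoff, then over 50% inhibition at one or more dose response concentrations, cut at about 23% in these data, passing the limit was not always enough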;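 note: plate controls were DMSO full reaction for no effect and no enzyme background for full effect; strong numbers were not always called active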
# TNAP activation fold: human TNAP enzyme activators, primary screen, biochemical, luminescent, no phosphate acceptor, uHTS (AID 1001). one-dose activation fold at 20 µM; EC50 in µM for titrated hits. 0.03% of 200,000 active. purified TNAP, luminescent activation assay, no phosphate acceptor; higher activation fold means a stronger effect; in the data active = activation fold from about 3, or a potency from the dose series; inactive = the rest, 99 in 100 with activation fold below about 1.6; note: many of its hits are not listed in these tables
# Hep lipid drop: modulators of hepatic lipid droplet formation; inhibition, % at 6.5 µM; 0.4% of 240,000 active; AML12 mouse hepatocytes, oleate lipid droplets, BODIPY imaging;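 active = lipid droplet intensity inhibited by at least 50%, with more than 500 cells counted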
#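 Technique: fluorescence imaging, 20x objective, two fields per well / Assay system: AML12 hepatocytes (mouse) / Measure: % inhibition of lipid droplet signal / Doses: 6.5 µM single-point dosing / Incubation: overnight exposure / Reagent: 100 µM oleic acid challenge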
# PMI inhibitors: inhibitors of human PMI, primary screen, biochemical, fluorescence intensity, coupled assay (AID 1209). inhibition, % at 20 µM, or IC50 in µM where a hit was titrated. 0.42% of 190,000 active. purified PMI enzyme, coupled fluorescence intensity; higher % means a stronger effect;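 note: plate controls were DMSO vehicle for no effect and wells lacking substrate for full effect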
# ER stress rescue: rescue of cells from ER stress-induced death, primary screen, 384-well, CSM14.1, thapsigargin, ATP luminescence (AID 1222); cellular ATP content (survival), % at 20 µM, or EC50 in µM where a hit was titrated; 190,000 tested, under 10 active; CSM14.1 thapsigargin-induced death rescue, ATP luminescence; higher % means a stronger effect;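 active = EC50 below 50 µM in the dose-response confirmation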;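 note: death triggered by thapsigargin at about 15 µM added after 2 h compound pretreatment; cell ATP read after overnight thapsigargin exposure of roughly 18 to 22 hours; normalized against plate controls of thapsigargin alone and 5% DMSO vehicle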
# WT yeast gro inh mutant strain: also measured in WT yeast gro inh; calls as there; inhibition, %; mitochondrial fusion phenotypic screen, mutant strain inhibition
# Hep lipid drop cells 6.5 µM: also measured in Hep lipid drop; calls as there; cell count; measured here: cell count, cytotoxicity flag;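 cells counted across two imaged fields per well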
# Myeloid diff MLP GFP+ MAC1+ %: further read-out of Myeloid diff MLP, marked with its call; GFP+ MAC1+ double positive, %; measured here: differentiation confirmed by MAC1 staining
# * marks the source's active call; other numbers are inactive results; i = inactive; · = not tested or not shown; + = active, no number; [ ] = another dose, or the depositor's remark. Cut-off read from the data, not from the text of the source, unless noted: active = inhibition above about 50%; inactive = the rest.
SMILES,human PMI inhibitors,Myeloid diff MLP,Myeloid diff MLP GFP+ MAC1+ %,WT yeast gro inh,WT yeast gro inh mutant strain,K1F lysis inhibition,M1AAP inhibition,TNAP activation fold,Hep lipid drop,Hep lipid drop cells 6.5 µM,PMI inhibitors,ER stress rescue
CC(=O)Nc1ccc(S(=O)(=O)Oc2ccc(C=O)cc2)cc1,-20.3%,i,0.6,16.2,3.2,1.2%,6.6%,1.1,4.2,688,-16.4%,-1.6%
COC(=O)CSc1nnc2n1C(C)(C)Cc1ccccc1-2,0.4%,i,1.7,-8.4,16.8,0.4%,2.5%,1.1,·,·,-0.4%,0.1%
CCN(CC)CCn1c(NCc2ccc(C)o2)nc2ccccc21,1.0%,i,0.8,0.9,16.1,0.6%,1.3%,1.1,0.3,751,0.6%,-1.0%
COCCCn1c(=S)[nH]c2ccc(N3CCOCC3)cc2c1=O,-36.7%,i,0.5,11.3,18.4,0.5%,6.8%,1,-10.0,620,-13.6%,-1.8%
CN(C)CCNCCCOc1ccccc1-c1ccccc1,5.2%,·,·,-0.8,-2.5,·,7.0%,1,-4.9,684,9.7%,-2.6%
CC(C)c1[nH]nc2c1C(c1cccs1)C(C#N)=C(N)O2 (stereo unspecified),14.8%,i,0.7,-2.9,1.9,0.0%,5.2%,1,-6.6,710,12.8%,-0.8%
CCOC(=O)c1c[nH]c2c(Cl)ccc(Cl)c2c1=O,-5.9%,i,1.3,-12.1,1.2,0.7%[50 µM],5.3%,1.2,·,·,-1.8%,2.7%
CCOc1ccc(-c2cc(C(=O)NN=C3CCN(C)CC3)[nH]n2)cc1,1.3%,i,0.3,13.7,-20.8,0.4%,-2.6%,0.7,-21.1,715,0.2%,-1.8%
Nc1cc(C(F)(F)F)ccc1Nc1ccccc1,10.5%,i,0.1,14.1,43.5,-0.9%,5.6%,1.1,-5.9,689,14.3%,·
CCOC(=O)c1sc(NC(=O)C2CC2)nc1C,9.6%,i,1.7,8.2,2.3,-1.2%,0.0%,1.1,·,·,2.4%,-0.5%
O=C(O)CN1C(=O)/C(=C/C=C/c2ccccc2)SC1=S,7.2%,i,0.6,6.8,5.5,-0.1%,8.4%,1,0.2,685,-4.0%,·
COc1ccccc1C(=O)Nc1c(C)n(C)n(-c2ccccc2)c1=O,-3.9%,i,1.2,53.7,1.6,0.1%,9.3%,1.1,·,·,-2.1%,-1.6%
COC(=O)C1=C(N)Oc2cc(C)[nH]c(=O)c2C1c1cccnc1 (stereo unspecified),0.3%,·,·,10.2,2.3,-0.5%,-0.5%,1,·,·,-5.0%,14.3%
O=C(NCc1nc2ccccc2[nH]1)C1CCCCC1,-4.6%,i,0.8,2.6,15.1,0.6%,3.3%,1.1,21.2,716,-4.1%,-0.6%
CCOC(=O)C(NC(=O)CC)(N1CCc2ccccc2C1)C(F)(F)F (stereo unspecified),-3.3%,i,1.9,0.6,-14.3,-0.3%,-2.9%,1.1,·,·,5.5%,-0.4%
CNc1cncc(C(=O)O)c1,9.8%,i,0.0,-5.4,1.5,0.3%,3.8%,1.1,-19.1,656,2.5%,0.4%
CC(=C/c1ccccc1)/C=N/n1cnnc1,-0.9%,i,0.8,1.4,-14.0,-0.6%,4.1%,1.1,·,·,2.0%,-0.3%
COc1ccc(NC(=O)N2CCN(CCC#N)CC2)cc1,-4.7%,i,6.8,8.0,-2.8,1.6%,4.2%,1.1,-0.3,753,0.6%,-1.9%
CC(C)(C)n1nnnc1C(c1ccc2ncccc2c1)N1CCSCC1 (stereo unspecified),-12.2%,i,2.7,11.9,17.7,3.8%,2.7%,1.1,-4.7,701,-17.0%,0.6%
c1ccc2c(c1)OCCOCCOCCOCCOc1ccccc1OCCOCCOCCO2,3.1%,i,0.2,15.8,6.8,8.9%,-0.6%,1.1,28.7,600,-1.5%,1.3%
O=C(O)C(Oc1ccc2c(-c3ccccc3)cc(=O)oc2c1)c1ccccc1 (stereo unspecified),·,i,1.0,·,·,-0.1%,3.0%,·,5.1,669,·,·
O=C(NC(=S)NNC(=O)c1cc2ccccc2cc1O)c1ccco1,-20.0%,i,0.5,16.4,14.6,0.9%,7.6%,2.2,15.8,606,-6.3%,4.6%
O=C(CCC(=O)NNC(=O)Nc1ccc(Cl)cc1)NCc1ccccc1,-5.0%,i,8.2,-4.3,7.8,2.4%,4.3%,1,·,·,-3.8%,-0.4%
COC(=O)c1ccc(CSc2nnc(NC(=O)c3cc4c(s3)CCCC4)s2)cc1,-13.2%,i,1.3,19.9,-1.1,-0.1%,3.5%,1.1,3.3,778,-14.9%,1.2%
O=C(/C=C/c1ccc(F)cc1)NNC(=O)CCN1CCN(Cc2ccccc2)CC1,2.1%,i,0.3,-17.4,9.4,-0.2%,2.9%,2.3,11.0,690,3.1%,-1.6%
SMILES,human PMI inhibitors,Myeloid diff MLP,Myeloid diff MLP GFP+ MAC1+ %,WT yeast gro inh,WT yeast gro inh mutant strain,K1F lysis inhibition,M1AAP inhibition,TNAP activation fold,Hep lipid drop,Hep lipid drop cells 6.5 µM,PMI inhibitors,ER stress rescue
CCOC(=O)CCn1nnc(N)n1,15.0%,i,7.1,-6.6,-1.0,0.3%,1.5%,1.1,-13.3,666,15.0%,·
COc1cc(C(=O)COC(=O)CNC(=O)C2CCCCC2)cc(OC)c1OC,-2.4%,i,0.9,13.3,-10.7,0.8%,-2.1%,1.2,1.6,829,0.5%,1.0%
N#C/C(=C\c1ccc(O)c(O)c1)C(=O)NCCCc1ccccc1,-8.5%,i,2.2,17.9,-9.6,0.5%,10.2%,0.2,-44.2,734,17.0%,-1.8%
CCN(CC)c1ccc(/C=C2\CCC(/C=N/NC(=O)c3ccc(=O)n(C)c3)=C2N2CCOCC2)cc1,22.0%,+,1.8*,-12.0,14.9,0.1%,-1.9%,1.1,9.7,678,20.7%,3.6%
CCCOc1ccc(C(=O)NCC2OCCc3ccccc32)cc1OC (stereo unspecified),-14.8%,i,0.1,0.4,11.4,-0.1%,4.6%,1.1,-17.6,789,-18.7%,-1.9%
CCN1CCN(C(c2cc(OC)ccc2OC)c2nnnn2Cc2ccccc2)CC1 (stereo unspecified),-15.6%,i,1.1,-11.2,-8.3,0.4%,-3.0%,1.1,·,·,-12.6%,0.6%
COc1ccccc1NC(=O)/C(=N/OCc1ccc(C#N)cc1)C(C)=O,-0.1%,i,0.1,-8.4,4.6,·,13.4%,1,3.4,714,4.5%,·
Cc1ccsc1/C=N/n1c(-c2cc(-c3ccccc3)n[nH]2)n[nH]c1=S,·,i,0.2,·,·,0.1%,5.0%,·,7.9,738,·,·
O=C1CC(c2ccc(F)cc2)Sc2ccccc2N1 (stereo unspecified),13.3%,i,2.4,13.5,-0.2,0.1%,0.9%,1,4.0,736,7.6%,0.2%
Cc1ccccc1NC(=O)COC(=O)CCc1nc2ccccc2c(=O)[nH]1,-4.9%,i,0.8,-35.1,9.5,-0.9%[50 µM],-1.4%,1.1,-5.8,677,-8.1%,2.6%
O=C(CSc1nnc(-c2cccs2)o1)N1CCCCC1,-1.0%,i,2.1,17.9,2.9,-1.4%,-0.5%,1.1,·,·,-3.8%,-1.1%
COc1cccc(C2=NOC(C(=O)Nc3ccc(OC)c(OC)c3)C2)c1 (stereo unspecified),10.6%,i,6.1,-2.3,15.2,6.8%,-1.6%,1.1,·,·,11.8%,-0.3%
COc1ccc2[nH]c(C)c(CCNC(=S)Nc3ccc(C)cc3)c2c1,5.7%,i,0.3,2.9,3.6,0.2%,-1.2%,1,-4.6,740,7.8%,0.3%
COn1c(SCc2cccnc2)nc2ccccc2c1=O,1.1%,i,1.2,-10.7,3.2,0.1%,-0.1%,1,·,·,1.8%,1.5%
O=C(Nc1cnc2ccccc2c1)N1CCOCC1,-1.4%,i,6.0,-2.3,-0.4,-0.7%,-2.1%,1.1,·,·,-4.8%,0.9%
CC(C)OC(=O)C1C(=O)CC(C)(O)C(C(=O)OC(C)C)C1c1ccc([N+](=O)[O-])cc1 (stereo unspecified),-1.5%,i,0.5,9.7,2.5,0.1%,-0.8%,1,-20.8,699,3.4%,-1.1%
CC(=O)N1CCCN(Cc2cn(-c3cccc(C)c3)nc2-c2cccc(F)c2)CC1,·,i,0.3,·,·,0.4%,0.0%,·,-3.9,656,·,·
Cn1c(SCC(=O)Nc2ccccc2F)nnc1-c1cc2ccccc2o1,5.4%,i,2.3,6.1,-1.3,-0.3%,6.7%,1.1,7.4,809,7.0%,-0.4%
CN(C)c1cc(=O)n2c(n1)SCCC2,-5.2%,i,1.3,-12.6,-2.1,-0.3%,5.8%,1.1,·,·,2.3%,-0.7%
CC(CCc1ccccc1)NC(=O)C1CCN(c2nnc(-n3cccc3)s2)CC1 (stereo unspecified),4.1%,i,2.7,11.1,8.4,-0.5%,0.0%,1.1,-2.1,686,11.6%,-1.8%
O=C(CSc1nc2ccccc2o1)Nc1nc(-c2ccccc2)cs1,6.5%,i,0.0,63.5*,45.4*,2.4%,6.0%,1.3,-19.5,525,21.1%,17.0%
O=C1C2CCCN2C(c2ccc(Br)cc2)N1c1ccc(F)cc1 (stereo unspecified),0.3%,i,0.8,8.2,-0.6,0.5%,5.2%,1.2,·,·,0.6%,0.8%
O=C(Nc1ccc(N2CCOCC2)cc1)C1CC1,7.2%,i,0.7,3.5,8.3,0.5%,2.1%,1.1,-5.5,633,8.1%,·
O=c1cc(O)c2sc3nc(-c4ccccc4)cc(C(F)(F)F)c3c2[nH]1,8.1%,i,1.0,-3.3,6.2,0.3%,12.4%,1.1,9.1,710,1.6%,-1.6%
Cc1oc(-c2nc3ccccc3n2C)cc1C(=O)c1ccccc1,-40.2%,i,1.5,47.9,24.6,-1.1%,4.1%,1.2,-33.3,709,-27.5%,-5.2%
CCCc1cc(Nc2ccccc2OCC)n2ncnc2n1,1.0%,i,0.8,-4.0,0.9,3.2%,5.7%,1,·,·,6.2%,-0.5%
